Assay outcomes: PubChem, several laboratories
hcDAF-12 act – H. contortus DAF-12 nuclear receptor activators, primary screen, cell-based, luminescence, HEK293, lit1-tk-luc reporter. activation, % at 6.8 µM. hit rate 1.4% among 370,000. AID 652067, 2013. HEK293 hcDAF-12 lit1-tk-luc reporter; 0% DMSO, 100% Δ7-dafachronic acid;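 active = activation above the mean of all tested compounds plus 3 SD, cut at about 5.5% in these data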;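 also: 100% = response to 3 µM Δ7-dafachronic acid high control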
Rev-erbA mod – modulators of Rev-erb alpha DNA binding, primary screen, biochemical, FITC-DNA, fluorescence polarization, uHTS; Nuclear receptor subfamily 1 group D member 1 (Homo sapiens), P20393; Rev-erbα–FITC-DNA binding, 90 min; activity, % at 10 µM; hit rate 0.79% among 370,000;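 active = activity above about 14%, limit read from the data; passing the limit was not always enough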;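 also: 0% = DMSO wells with 35 nM protein and 100% = DMSO wells with 750 nM protein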
Target sequence (P20393 whole entry, looked up): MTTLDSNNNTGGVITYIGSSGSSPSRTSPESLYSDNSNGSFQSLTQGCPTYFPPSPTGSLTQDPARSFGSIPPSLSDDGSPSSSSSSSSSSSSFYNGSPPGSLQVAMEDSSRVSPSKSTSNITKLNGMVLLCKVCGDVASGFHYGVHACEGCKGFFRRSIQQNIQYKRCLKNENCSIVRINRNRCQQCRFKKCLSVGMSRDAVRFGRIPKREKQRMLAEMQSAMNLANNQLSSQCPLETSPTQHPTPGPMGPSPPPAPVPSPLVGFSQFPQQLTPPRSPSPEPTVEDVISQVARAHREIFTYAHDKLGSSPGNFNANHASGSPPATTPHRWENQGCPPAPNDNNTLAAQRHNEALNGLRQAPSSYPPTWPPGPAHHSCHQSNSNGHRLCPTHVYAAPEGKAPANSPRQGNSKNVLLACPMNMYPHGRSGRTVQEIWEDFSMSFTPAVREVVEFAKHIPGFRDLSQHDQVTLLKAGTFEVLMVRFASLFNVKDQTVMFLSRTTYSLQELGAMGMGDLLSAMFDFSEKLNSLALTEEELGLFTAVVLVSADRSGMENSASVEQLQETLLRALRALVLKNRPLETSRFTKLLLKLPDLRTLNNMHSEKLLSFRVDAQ
PLC-gamma1 inh – PLC-gamma1 enzyme inhibitors, primary screen, biochemical, fluorescence, purified enzyme; 1-phosphatidylinositol 4,5-bisphosphate phosphodiesterase gamma-1 (Homo sapiens), P19174; fluorogenic substrate; inhibition, % at 12.2 µM; hit rate 0.84% among 370,000; in the data active = inhibition above about 9.5%
PLCb3 inh – human PLC-beta3 inhibitors, primary screen, biochemical, fluorescence. 1-phosphatidylinositol 4,5-bisphosphate phosphodiesterase beta-3 (Homo sapiens), Q01970. Purified PLC-beta3, fluorogenic substrate. inhibition, % at 12.2 µM. hit rate 0.18% among 370,000. AID 720704, 2013; in the data active = inhibition above about 11%;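 also: 0% = median of compound wells on plate and 100% = full blocker control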
hgDAF-12 ag – H. glycines DAF-12 receptor agonists, primary screen, cell-based, luminescence, HEK293, GAL4 fusion, UAS-luciferase. Nuclear hormone receptor DAF-12 (Heterodera glycines), GAL4 fusion. hit rate 1.8% among 370,000. HEK293 GAL4-hgDAF12 UAS-luciferase reporter, agonist luminescence; normalized to butyrate control. activation, % at 6.8 µM;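 active = activation above a cutoff set at the mean of all screened compounds plus 3 SD, cut at about 10% in these data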;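 also: 0% = DMSO wells and 100% = sodium butyrate wells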
DAX1 inh-1 – DAX1 (NR0B1) inhibitors on StAR promoter, primary screen, cell-based, luminescence, SF-1 (NR5A1), full-length DAX-1; AID 652010, 2013; inhibition, % at 6.8 µM; HEK293T StAR-luciferase reporter, SF-1/DAX-1 repression relief; hit rate 1.1% among 370,000;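 active = inhibition above the mean over all tested compounds plus 3 SD, cut at about 3.6% in these data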;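 also: 0% = DAX-1 cells with DMSO and 100% = cells lacking DAX-1 with DMSO; higher inhibition means more luminescence from relief of DAX-1 repression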
ssDAF12 agonist – S. stercoralis DAF-12 nuclear receptor activators, primary screen, cell-based, luminescence, HEK293, GRIP1 co-expression, lit1-tk-luc; Nuclear hormone receptor DAF-12 (Strongyloides stercoralis); HEK293 ssDAF-12/GRIP1 lit1-tk-luc reporter; % of 3 µM dafachronic acid response; hit rate 1% among 370,000; activation, % at 6.8 µM;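 active = activation above the mean over all tested compounds plus 3 SD, cut at about 0.9% in these data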;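 also: 0% = DMSO-only wells and 100% = 3 µM delta7-dafachronic acid wells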
ADAM17 inh – ADAM17 inhibitors, primary screen, biochemical, QFRET; Disintegrin and metalloproteinase domain-containing protein 17 (Homo sapiens), P78536; recombinant ADAM17, EDANS/DABCYL FRET peptide cleavage; inhibition, % at 6.95 µM; hit rate 0.83% among 370,000;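 active = inhibition above the mean of compounds lying between control limits plus 3 SD, set per campaign, cut at about 8.5% in these data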;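 also: 0% = DMSO-only wells as the low control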
DAX1 inh-2 – DAX1 (NR0B1) inhibitors, primary screen, cell-based, HEK293, Gal4-DAX1, luciferase luminescence | Nuclear receptor subfamily 0 group B member 1 (Homo sapiens), P51843 | HEK293 Gal4-DAX1 luciferase reporter | inhibition, % at 6.75 µM | hit rate 0.99% among 340,000 | AID 504766, 2011;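 active = inhibition above the mean over all tested compounds plus 3 SD, cut at about 4.2% in these data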;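 also: 0% = DAX1-transfected cells with DMSO and 100% = empty-vector control cells with DMSO; inhibition shows as a rise in luminescence from relieved DAX1 repression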
Target sequence (P51843 207-470 limits assumed): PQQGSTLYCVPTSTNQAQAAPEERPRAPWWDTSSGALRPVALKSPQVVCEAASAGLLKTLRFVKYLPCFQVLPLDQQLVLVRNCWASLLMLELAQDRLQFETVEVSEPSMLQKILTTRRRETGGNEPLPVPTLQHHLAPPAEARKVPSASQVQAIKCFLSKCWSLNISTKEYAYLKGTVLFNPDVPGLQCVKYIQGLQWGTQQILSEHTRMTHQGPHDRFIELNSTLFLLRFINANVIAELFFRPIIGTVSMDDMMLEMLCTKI
SMARCA2 act – SMARCA2 (BRM) function activators, primary screen, cell-based, luminescence, high throughput. MG213 cells, MMTV-luciferase reporter, dexamethasone, overnight. activation, % at 9.1 µM. hit rate 1% among 370,000; in the data active = activation above about 7.8%;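 also: 0% = vehicle wells and 100% = reference activator wells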
MBD2 inh – inhibitors of MBD2 binding to methylated DNA, primary screen, biochemical, TR-FRET, DNA-binding domain, human; Methyl-CpG-binding domain protein 2 (Homo sapiens), Q9UBB5; MBD2 binding to methylated oligonucleotide; hit rate 0.31% among 370,000; inhibition, % at 4.4 µM; AID 686964, 2013; in the data active = inhibition above about 13%
Active calls of the source: *; / = not tested or not shown; & = joins results of further samples.

SMILES	hcDAF-12 act	Rev-erbA mod	PLC-gamma1 inh	PLCb3 inh	hgDAF-12 ag	DAX1 inh-1	ssDAF12 agonist	ADAM17 inh	DAX1 inh-2	SMARCA2 act	MBD2 inh
Cc1cccc(NC(=O)c2ccco2)c1C(=O)O	0.4	-2.1	2.0	-6.9	2.9	0.0	-1.1	-5.3	/	-2.1	7.0
COc1ccc(-c2nnc3n(CCc4ccccc4)c(=O)c4ccccc4n23)cc1OC	1.0	-1.8	1.7	1.1	0.1	-0.2	0.4	0.9	0.1	-0.7	-2.8
CC(=O)Nc1ccc(S(=O)(=O)NNC(=O)c2cccc([N+](=O)[O-])c2)cc1	1.5	-2.1	4.9	-2.4	-1.8	0.3	-0.7	-0.7	1.0	-3.3	1.0
Cc1ccc(/C=C2\S/C(=N/S(=O)(=O)c3cccs3)NC2=O)cc1	1.7	-2.3	-1.0	-8.3	-1.7	0.4	-1.2	-2.7	-1.1	0.8	2.2
CC(C)CCNC(=O)CN(C(=O)Cn1nnc(-c2ccccc2F)n1)c1cccc2c1CCCC2	-1.1	2.0	-1.9	-1.3	0.4	-0.6	-1.6	2.2	-0.3	-2.5	2.5
NC(=O)c1sc2nc(-c3cccnc3)ccc2c1N	0.0	2.0	-114.2	-158.2	3.2	0.2	-0.9	-2.7	/	7.4	-13.9
CCCN1CCS(=O)(=O)N(Cc2cn(Cc3ccc(Cl)cc3)nn2)C(C(=O)OC)C1 (stereo not drawn)	3.3	-1.6	-0.5	-0.2	-0.1	-0.9	-1.3	-1.0	/	-3.9	2.5
Cc1ccc(NC(=O)CN2C(=O)CSC2=O)cc1	-0.1	3.3	3.8	2.4	1.2	-0.7	-0.1	-1.6	0.7	1.4	1.7
COCCCNC(=S)N1CCN(c2ccccc2)CC1	-1.1	1.9	0.0	0.8	-2.9	0.9	-1.0	-4.1	0.4	-0.9	-1.7
O=C1c2ccccc2S(=O)(=O)N1CC1CC(c2ccccc2)=NO1 (stereo not drawn)	1.7	-1.4	0.7	1.5	7.8	1.9	-0.8	-2.0	1.6	4.4	0.9
COc1ccc2oc(=O)c(C(=O)N3CCN(c4ccccc4)CC3)cc2c1	-1.1	1.9	-21.5	-28.1	1.1	0.7	-1.7	-12.0	0.6	-2.5	-7.8
COCCNC(=O)C(c1ccc(F)cc1)N(Cc1ccccc1)C(=O)CCC(=O)Nc1nccs1 (stereo not drawn)	-0.5	2.0	-0.3	-4.2	-0.1	-0.4	-0.9	-4.2	-1.2	-1.0	-3.7
O=C(O)c1cccc(COCC(F)(F)C(F)F)c1	1.1	0.4	-2.6	2.9	1.1	0.7	-1.2	-0.8	0.0	2.5	-3.9
COc1ccccc1Cc1c(-c2ccccc2)nc2ccc(C)cn12	3.8	-2.5	-11.9	-16.2	16.9*	5.2*	0.4	-25.6	/	1.6	3.6
CC1CCCN(CCCNC(=O)c2ccc(NC(=O)C3=CSCCO3)cc2)C1 (stereo not drawn)	0.4	3.7	-4.0	-8.3	1.5	-0.1	-0.7	-6.0	1.3	-3.3	2.4
CCOC(=O)[C@H]1[C@H]2COc3ccc(Br)cc3[C@@H]2N2C(=O)CN(Cc3ccc(F)cc3)C(=O)[C@@]12C	-0.9	0.5	0.1	-0.1	1.3	0.1	-0.1	-1.0	0.3	-1.1	-1.9
COCC1CCCCN1Cc1cn[nH]c1-c1ccc2cc(OC)ccc2c1 (stereo not drawn)	-1.2	-6.2	-0.7	-1.8	-2.1	0.6	-1.1	-1.0	0.5	10.5*	0.1
O=C(NC(=S)N(Cc1ccccc1)c1ccccn1)C1CCCCC1	4.8	-1.3	-0.2	8.0	1.2	0.3	-0.9	-2.5	-0.5	-0.7	2.5
Cc1cccc[n+]1C1C(c2ccc([N+](=O)[O-])cc2)C(C#N)=C(C(=C=[N-])C#N)NC1(O)C1CC1 (stereo not drawn)	-0.5	-2.8	-69.7	-82.8	0.3	-0.2	-1.4	-8.7	-1.4	-1.6	-0.4
CC1(C)Cc2nc3sc(C(=O)NCCCO)c(N)c3cc2CO1	4.5	2.7	-115.9	-171.4	2.5	0.0	0.4	-8.5	6.5*	-1.6	2.3
COc1cc(CN2CCc3c([nH]c4ccccc34)C2)cc(OC)c1	0.2	16.1	-30.7	-33.2	0.2	-0.2	-1.3	-4.1	0.4	-3.3	2.4
Cc1cc2ccccc2n1CCNC(=O)Cc1cccc2ccccc12	4.0	-7.7	-14.0	-17.6	2.0	-0.9	-0.7	0.3	0.2	-4.1	-4.0
CCCCn1c(=O)[nH]c(=O)c2c1nc(-c1ccc(OCCC)c(OCC)c1)n2C	-0.2	21.3*	-1.1	-8.1	0.3	0.2	-1.2	-3.1	-0.8	-4.4	2.0
N#CCCn1c(SCC(=O)N2CCN(S(=O)(=O)c3ccccc3)CC2)nc2ccccc21	-2.0	2.7	-6.2	-3.2	-1.5	0.5	-1.3	-3.6	0.3	1.4	1.1
Cc1oc(-c2cccs2)nc1CN1CCN(CCC(C)C)C(CCO)C1 (stereo not drawn)	-2.7	5.9	-37.3	-47.1	-0.3	-0.4	-1.6	-10.1	-1.1	0.8	0.6
COC(=O)c1sccc1NC(=O)c1ccc(C(C)C)cc1	7.1*	4.1	-0.5	-11.9	4.0	0.3	0.2	-0.9	1.2	0.9	6.8
CCOC(=O)C1=C(COC(=O)[C@H](C)NS(=O)(=O)c2ccccc2F)NC(=O)NC1C (stereo partly drawn)	0.3	-7.4	5.1	-0.7	-1.7	-0.6	-1.7	-0.5	0.6	-3.8	1.1
COc1ccc(C(O)P(=O)(OCc2ccccc2)c2ccc(N(C)C)cc2)cc1 (stereo not drawn)	-1.4	-5.5	0.5	-2.2	-1.0	-0.1	-0.9	-0.1	0.9	0.8	2.6
Cc1[nH]c2ccccc2c1C(C[N+](=O)[O-])c1cccc(O)c1 (stereo not drawn)	0.9	-9.1	-1.8	-10.8	-1.7	0.0	0.2	-0.4	0.0	-3.4	4.3
CC(C)(C)NC(=O)C[C@H]1C[C@H](C(=O)N2CCOCC2)[C@@]2(C)c3[nH]c4ccc(Cl)cc4c3CCN2C1=O	-0.1	-1.1	0.0	2.2	-1.8	0.3	-0.5	-1.4	0.9	-2.3	2.5
Cc1ccccc1CN1[C@@H](Cc2ccccc2)COCCS1(=O)=O	-1.0	7.5	-0.6	-1.0	-0.4	0.2	-1.2	-3.3	0.4	-0.8	-1.1
CCC(C)[C@H](NC(=O)[C@H](Cc1ccccc1)NC(=O)OC(C)(C)C)C(=O)NCc1ccccc1Br (stereo partly drawn)	0.3	-3.5	7.0	3.4	8.4	-1.5	-0.9	-8.3	/	-0.5	4.6
O=C(CCn1c(=S)[nH]c2ccccc2c1=O)N1CCCCC1	-0.6	1.5	2.7	-1.4	-1.9	-0.9	-1.0	-0.1	-0.6	5.4	-5.8
O=C(NCc1ccc2c(c1)OCO2)C1CCN(Cc2cnn(-c3ccccc3)c2-n2cccc2)CC1	-1.9	4.0	1.1	2.2	0.4	-0.7	-1.7	-0.9	-0.2	-0.6	-1.1
O=c1c2[nH]c3ccc(F)cc3c2nc2n1CCCS2	-0.8	1.3	-2.8	-3.4	0.1	0.2	-0.8	-14.8	0.5	-5.1	4.3
Cc1ccc(-c2nnc(N(C)C(=O)c3cccnc3)s2)cc1	-0.6	-4.8	0.5	-1.4	7.9	1.0	-0.2	-2.1	-0.3	3.8	-1.8
O=C(O)/C=C/c1cn(-c2ccccc2)nc1-c1ccccc1	0.9	-4.7	-2.0	-12.1	0.0	0.2	-0.7	-7.3	1.6	-3.7	7.6
COc1ccc(/C=C2\Oc3cc(OC(=O)N4CCOCC4)ccc3C2=O)cc1	0.1	-5.5	-18.8	-34.3	1.3	-0.3	-1.9	-1.7	1.4	-5.8	3.9
O=C(CSc1nnnn1C1CCCC1)N1CCN(C(=O)c2ccco2)CC1	-1.6	-0.9	0.1	-0.7	-0.4	0.8	-1.2	6.4	1.4	-5.8	0.0
COCCSc1nnc(NC(=O)c2ccco2)s1	0.8	2.2	-1.8	-7.5	2.9	0.4	-1.2	-8.0	3.5	0.1	6.5
C=CCn1c(=O)/c(=C/c2cc(OC)c(OC)c(OC)c2)s/c1=C(/C#N)c1nc2ccccc2n1C	-1.9	-1.4	1.3	-1.0	0.9	0.3	-0.8	6.0	0.0	0.3	-0.3
C/C(=N\NC(=O)c1cc(-c2cccc([N+](=O)[O-])c2)n[nH]1)c1ccccc1O	-1.3	-11.4	-5.0	-0.7	-2.1	0.3	-0.2	2.7	-1.1	-0.4	-5.2
CCC(=O)NCC[C@@H]1CCc2ccc3c(c21)CCO3	-2.2	-4.9&-1.3	-0.1	0.4	-0.2	-1.7	-1.1	0.7	/	2.9	-1.8
CN1CCN(C(=O)C23CC4CC(C)(CC(C)(C4)C2)C3)CC1	0.9	-6.3	-2.4	-5.4	-0.7	1.1	-1.2	-6.0	0.1	-3.9	-5.1
COc1cc(/C=N\NC(=O)c2ccc(C)nc2)ccc1OC(=O)c1ccc2c(c1)OCO2	1.2	-5.3	4.1	3.5	-0.1	0.1	-1.1	-1.2	2.1	7.7	2.0

Structures above shown as hits in hcDAF-12 act:
| structure | hcDAF-12 act | Rev-erbA mod | PLC-gamma1 inh | PLCb3 inh | DAX1 inh-1 | ssDAF12 agonist | ADAM17 inh | DAX1 inh-2 | SMARCA2 act | MBD2 inh |
| --- | --- | --- | --- | --- | --- | --- | --- | --- | --- | --- |
| COC(=O)c1sccc1NC(=O)c1ccc(C(C)C)cc1 | 7.1* | 4.1 | -0.5 | -11.9 | 0.3 | 0.2 | -0.9 | 1.2 | 0.9 | 6.8 |

Continuation:
SMILES	hcDAF-12 act	Rev-erbA mod	PLC-gamma1 inh	PLCb3 inh	hgDAF-12 ag	DAX1 inh-1	ssDAF12 agonist	ADAM17 inh	DAX1 inh-2	SMARCA2 act	MBD2 inh
CC(=O)Nc1c(O)nc(C)[nH]c1=O	0.3	6.0	1.1	-5.2	0.5	0.9	-1.8	-2.3	/	-3.8	1.1
CC(C)OCCCNC(=O)Cc1ccc(F)cc1	-1.1	-3.3	4.6	-1.4	-0.5	-0.4	-0.5	-3.0	1.2	-0.3	1.7
O=C(/C=C/c1cccc(Cl)c1)c1ccc([N+](=O)[O-])o1	-1.0	2.8	-1.0	-4.0	-8.8	-1.7	-1.5	0.6	-4.5	2.6	1.6
CCC(C)c1ccccc1N1CC(C(=O)Nc2cc(S(=O)(=O)N3CCOCC3)ccc2OC)CC1=O (stereo not drawn)	-3.1	8.8	0.6	-7.0	0.6	-1.3	-1.3	1.4	0.0	-0.5	-1.4
